APOBEC3G inh: APOBEC3G DNA deaminase inhibitors, primary screen, biochemical, fluorescence, single-stranded DNA substrate, uHTS; DNA dC->dU-editing enzyme APOBEC-3G (Homo sapiens), Q9HC16; recombinant A3G, ssDNA deamination FAM/TAMRA fluorescence; inhibition, % at 20 µM; 330,000 tested, 0.28% active; AID 493012, 2011;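 active means inhibition of at least 40% at 20 µM, with no more than 30% in the related APOBEC3A deaminase screen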;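 further: plate controls were DMSO wells with A3G for no effect and wells lacking A3G enzyme for full effect; some compounds called inactive have numbers as strong as hits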
Target sequence (Q9HC16 whole entry, looked up): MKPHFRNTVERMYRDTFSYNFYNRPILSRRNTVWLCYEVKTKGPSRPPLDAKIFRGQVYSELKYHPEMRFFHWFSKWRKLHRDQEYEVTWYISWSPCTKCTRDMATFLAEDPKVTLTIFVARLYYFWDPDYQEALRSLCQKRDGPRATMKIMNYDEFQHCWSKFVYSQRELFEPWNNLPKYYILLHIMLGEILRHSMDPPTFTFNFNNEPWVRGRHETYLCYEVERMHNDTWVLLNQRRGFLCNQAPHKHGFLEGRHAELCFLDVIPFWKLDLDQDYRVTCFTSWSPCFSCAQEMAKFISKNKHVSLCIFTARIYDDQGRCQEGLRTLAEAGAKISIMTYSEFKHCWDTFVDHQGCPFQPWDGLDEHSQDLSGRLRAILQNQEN
APOBEC3A inh: APOBEC3A ssDNA deaminase inhibitors, primary screen, selectivity assay for APOBEC3G inhibitor project, biochemical, FAM/TAMRA oligo cleavage fluorescence; recombinant A3A, FAM/TAMRA ssDNA deamination fluorescence; 330,000 tested, 0.41% active; AID 493011, 2011; inhibition, % at 20 µM;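 active means at least 40% inhibition at 20 µM here, with at most 30% in a related deaminase screen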;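 further: plate controls were A3A with DMSO for no effect and wells lacking A3A enzyme for full effect; some results filed as inactive read as strong as hits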
Target sequence (P31941 whole entry, looked up): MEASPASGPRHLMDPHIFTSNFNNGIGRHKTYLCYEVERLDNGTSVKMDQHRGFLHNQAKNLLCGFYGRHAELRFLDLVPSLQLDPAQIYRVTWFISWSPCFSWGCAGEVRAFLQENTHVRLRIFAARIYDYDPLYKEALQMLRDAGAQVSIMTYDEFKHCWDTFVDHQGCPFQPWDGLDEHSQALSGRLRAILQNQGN
MIN6 prolif: inducers of MIN6 beta-cell proliferation, primary screen, ATP luminescence, uHTS | MIN6 cells proliferation, ATPlite luminescence, 48 h; cells starved in 0.2% serum; 100% = growth in 10% serum | 330,000 tested, 0.29% active | proliferation, % at 10 µM;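 active means compounds whose signal lies at least 3.5 SD above the mean of all wells on their plate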;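 further: 0% = DMSO-treated cells in low-serum medium and 100% = 10% serum control; some compounds called inactive have numbers as strong as hits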
mIAP activ: activators of mouse IAP, primary screen, biochemical, luminescence, uHTS. activation factor at 10 µM. 330,000 tested, 0.24% active. muIAP, CDP-Star luminescence, 30 min; stronger effect = higher value; 1 = vehicle-only enzyme signal, 0 = enzyme-free wells. AID 2805, 2010;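 active means activation factor of at least 2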; further: the source names both 10 and 20 µM as test concentration; values of inactives mirror those of a sister screen read the other way
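Assay system: mouse IAP enzyme; reagent: chemiluminescent substrate CDP-Star; dosing: test compounds delivered from DMSO solution; schedule: 30 min at room temperature; measured by: luminescence from enzymatic CDP-Star hydrolysis; controls: DMSO-only wells and no-enzyme negative control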
mIAP inh: inhibitors of mouse IAP, primary screen, biochemical, luminescence, uHTS; intestinal alkaline phosphatase [Mus musculus]; purified mouse IAP, CDP-Star luminescence, 30 min; inhibition, % at 10 µM; 330,000 tested, 0.2% active; AID 2806, 2010;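 active means inhibition of at least 40% at 10 µM in the primary screen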;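 further: plate controls were DMSO with enzyme for no effect and no enzyme wells for full effect; values of inactives mirror those of a sister screen read the other way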
tim10-1 inh: growth inhibitors of tim10-1 mutant yeast, primary screen, luminescence, uHTS. inhibition, % at 20 µM. 330,000 tested, 2.2% active. S. cerevisiae tim10-1 ts strain growth, BacTiter-Glo, 24 h;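 active means inhibition of at least 40%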;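 further: mutant grown at 25 °C; 0% = DMSO wells with yeast and 100% = wells holding no yeast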
TIM10 inh: growth inhibitors of isogenic TIM10 control yeast, primary screen, counter-screen for tim10-1 yeast inhibitor project, luminescence, uHTS; S. cerevisiae TIM10 strain growth, BacTiter-Glo luminescence, 24 h; inhibition, % at 10 µM; 330,000 tested, 1.4% active; AID 463195, 2010;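 active means inhibition of 40% or more at the single tested concentration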;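 further: wild-type TIM10 isogenic control strain grown at permissive 25 °C; 0% = DMSO yeast wells and 100% = minimal medium wells without yeast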
hIAP block: human IAP inhibitors, primary screen, biochemical, luminescence, uHTS; 330,000 tested, 0.12% active; inhibition, % at 10 µM; purified IAP, CDP-Star luminescence, 30 min; AID 2544, 2010; Intestinal-type alkaline phosphatase (Homo sapiens), P09923;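 active means inhibition reaching a set limit with compound at 10 µM in the primary screen, cut at about 35% in these data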;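 further: plate controls were DMSO wells with enzyme for no effect and no-enzyme buffer wells for full effect; values of inactives mirror those of a sister screen read the other way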
NLRP3 yeast inh: NALP3 inflammasome inhibitors in reconstituted yeast, primary screen, luminescence, uHTS; AID 2825, 2010; inhibition, % at 10 µM; 330,000 tested, 0.39% active; Yeast reconstituted NLRP3/ASC/caspase-1, beta-gal luminescence, 24 h;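 active means inhibition of 50% or more; inactive means inhibition below 50%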;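 further: plate controls were induced DMSO wells for no effect and uninduced yeast grown without galactose for full effect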
* hit, by the source's call. The order is random (roughly 4.6% active in at least one column).

smiles	APOBEC3G inh	APOBEC3A inh	MIN6 prolif	mIAP activ	mIAP inh	tim10-1 inh	TIM10 inh	hIAP block	NLRP3 yeast inh
CCOC(=O)c1c(CN2CCCCC2C)oc2ccc(OC)cc12 (stereo not given)	-2	4	0	0.85	15	7	-8	-20	5
CCOc1ccccc1NC(=O)COC(=O)c1ccc(S(=O)(=O)N2CCCC2)cc1	-4	-3	5	0.99	1	7	9	-1	21
Cc1cccc(NCC(=O)N/N=C\c2ccccn2)c1	-4	0	-4	0.97	3	-7	7	-36	22
Cc1cc(C)cc(-n2c(=O)c3ccccc3n(CC(=O)NCC3CCCO3)c2=O)c1 (stereo not given)	-10	-2	0	1	0	-16	5	0	1
COc1cccc(NCCC(=O)c2cccc([N+](=O)[O-])c2)c1	2	4	-7	0.77	23	26	8	9	-11
Cc1nnc(NC(=O)CCS(=O)(=O)c2ccccc2)s1	1	8	0	1	-2	3	14	-2	11
Cc1ccc(N(CCC#N)C(=O)CN2C(=O)NC(Cc3ccccc3)C2=O)cc1 (stereo not given)	-4	-5	1	1.1	-11	4	7	-1	9
CCc1c(C)sc(NC(=O)OC)c1C(=O)N1CCCCC1	-6	0	-2	0.86	14	7	4	9	9
CC(C)CNC(=O)c1ccccc1SCC(=O)NC12CC3CC(CC(C3)C1)C2	-3	1	-2	1	-1	7	5	-4	6
Cc1ccc(NC(=S)NC(=O)C2CC2)cc1Cl	-4	-3	-7	0.95	5	49*	30	-2	38
CC#CCN1c2ccccc2[C@]23C[C@@H](C(=O)OC)N(C(=O)c4ccc(Br)cc4)C2=NC(C(=O)OC)=C(C(=O)OC)[C@H]13	-14	-6	-8	1.1	-7	21	12	3	9
Cc1ccc(C(=O)NNC(=S)NC(=O)c2ccc(Cl)cc2)cc1	-4	0	-5	0.9	10	38	48*	-63	71*
CCOC(=O)/C(N=Nc1ccc(C(=O)O)cc1[N+](=O)[O-])=C(\C)O	-5	2	2	1	-5	6	11	-15	22
CCCCS(=O)(=O)N1CCC(C(=O)NCC2CCCO2)CC1 (stereo not given)	1	-7	-3	1	-1	21	1	15	23
N#C/C(=C\c1ccc(N2CCOCC2)o1)C(=O)NC1CCCCC1	1	0	-2	0.82	18	12	-4	3	16
C=CCn1c(=O)c2c3c(sc2n2c(Nc4ccc(OC)cc4)nnc12)CCCC3	2	2	-3	1.1	-9	21	28	-12	6
Fc1ccc(NC(=S)Nc2cccc3ccccc23)cc1F	5	-1	-6	1	-1	42*	23	-7	16
Cc1ccnc(N2C(=O)OC(C)(C)C2(C)O)c1 (stereo not given)	1	3	2	1	-2	23	8	10	16
COc1ccc(CNC(=O)COC(=O)c2ccc(OCC3CCCO3)cc2)cc1 (stereo not given)	-4	-4	0	0.91	9	4	0	3	14
O=C(CCSCc1cccc(F)c1)NCc1ccc(F)cc1	-6	0	0	1	-3	3	22	-24	31
O=[N+]([O-])c1ccccc1/C=N/n1c(COc2ccccc2)n[nH]c1=S	35	-2	-1	0.97	3	28	18	-2	18
CCOCC(=O)Nc1ccc(-c2cn3cccnc3n2)cc1	-1	0	-1	0.88	12	10	2	-2	-11
O=C(CCn1c(=O)sc2ccccc21)NCc1ccco1	-8	-1	-1	1	-2	11	-2	20	-15
CCOc1ccc(/C=N/NS(=O)(=O)c2ccc(C)cc2)cc1OC	-7	-4	1	1	-2	4	-13	-13	16
Cc1ccc(S(=O)(=O)N(C)C)cc1NC(=O)C1CCCCC1	-2	-3	0	0.93	7	6	5	-8	-3
COc1ccccc1C1NC(=O)NC(C)=C1C(=O)OC1CCCCC1 (stereo not given)	-2	-2	-5	1.1	-8	19	16	-12	10
CS(=O)(=O)N(CCc1ccccc1)CC(N)=O	-4	-2	1	0.95	5	8	7	15	6
CC(=O)Nc1ccc(C(=O)OC2CCOC2=O)cc1 (stereo not given)	-6	-3	-3	1.1	-11	5	-3	1	-4
COc1ccc(CN2C(=O)CN=C2Nc2cc(C)ccc2C)cc1	-7	-3	-3	0.98	2	26	5	8	-35
CCS(=O)(=O)N1CCN(c2ccc([N+](=O)[O-])c(NCc3cccnc3)c2)CC1	-8	-5	1	0.88	12	-27	11	13	13
CCCCOC(=O)Cn1c(=O)c2c(nc3n2CCCCN3c2ccc(C)cc2)n(C)c1=O	-5	-8	-1	0.97	3	13	15	10	16
CCOC(=O)[C@H]1[C@H]2COc3cc(OC)ccc3[C@@H]2N2C(=O)CN(Cc3ccc(OC)cc3)C(=O)[C@@]12C	-11	-4	-1	1.1	-10	7	5	5	5
COc1ccc(N(CC(=O)NCc2cccs2)S(=O)(=O)c2cccnc2)cc1	1	3	-3	1	-1	8	3	2	23
COc1ccc(S(=O)(=O)Nc2ccc(C(N)=O)cc2)cc1C(=O)N1CCCCCC1	-10	0	2	0.89	11	-4	3	23	1
COc1ccc(-n2c(Cc3ccccc3)nnc2SCC(=O)N2CCCc3ccccc32)cc1	-5	-3	0	0.96	4	25	38	0	7
CSc1nnc(C)c(=O)n1COC(=O)COc1ccccc1	2	1	-2	0.99	0	-8	1	16	12
CCN(CC)C(=O)N1CCN(C(=O)c2ccc(C)cn2)CC1	-8	-4	-2	0.93	7	-4	4	3	2
O=C(N/N=C/c1cc(Br)ccc1O)Nc1ccccc1	0	1	0	0.89	11	10	10	1	14
Cc1ccc(S(=O)(=O)NNC(=O)C(O)(c2ccccc2)c2ccccc2)cc1	-1	2	0	0.9	10	1	6	7	13
CCOc1ccc(Br)cc1C1C(C(=O)OC)=C(N)Oc2cc(N(C)C)ccc21 (stereo not given)	-6	-2	-5	0.94	6	-1	14	15	13
CC1Oc2ccccc2N(CC(=O)Nc2ccc3c(c2)OCCO3)C1=O (stereo not given)	-4	0	-1	1.1	-7	3	0	26	0
CC(=O)c1cccc(NC(=O)C(C)OC(=O)/C=C/c2cccs2)c1 (stereo not given)	-8	-3	-4	0.84	16	18	10	-10	14
COc1ccc(OC)c(NC(=O)c2ccc(S(=O)(=O)N3CCN(C)CC3)cc2)c1	-7	-2	-2	1	-4	6	-4	8	-10
O=C(CCS(=O)(=O)c1ccc2c(c1)NC(=O)CO2)NCCc1ccccc1	-3	-1	-4	0.92	8	23	9	-7	-8
COc1cccc(-n2c(=O)c3sccc3n(CC(=O)NC3CCCCC3)c2=O)c1	0	-4	1	1	0	10	-16	-4	0
CSc1ccccc1OCc1cc(C(=O)N(C)Cc2c(C)n[nH]c2C)no1	-4	1	-3	1	-3	11	-4	-85	9
Cc1ccc(C(=O)CCC(=O)Nc2ccc(Cl)c(S(=O)(=O)Nc3cccc(Cl)c3)c2)cc1	-4	-1	-1	0.91	9	10	3	1	10
Cc1sc2ncn(CC(=O)NCCN3CCOCC3)c(=O)c2c1S(=O)(=O)N1CCC(C)CC1	0	-1	-2	1	0	7	-1	-13	7
O=C(NCc1ccc(F)cc1)C(=O)NCC1OCCN1S(=O)(=O)c1ccc2c(c1)OCCO2 (stereo not given)	-3	-2	0	1	-3	-11	-20	1	4
O=C(COc1c(Cl)cc(Cl)cc1Cl)c1ccc(Cl)cc1	-4	-4	-3	1	-2	18	-4	-3	12

The results go on.
smiles	APOBEC3G inh	APOBEC3A inh	MIN6 prolif	mIAP activ	mIAP inh	tim10-1 inh	TIM10 inh	hIAP block	NLRP3 yeast inh
N#C/C(=C/c1cccnc1)c1ccccc1	-4	-6	0	1.1	-13	1	5	-7	23
Cc1c(OCC(=O)OC(C)C)ccc2c3c(c(=O)oc12)CCC3	4	4	1	1	-2	9	23	-9	22
Cc1ccc(C(=O)N/N=C\c2ccc(OC(=O)c3cccs3)cc2)cn1	5	2	-3	0.93	7	-1	7	-8	6
CCOC(=O)c1ccccc1NC(=O)c1ccc(N(C)S(C)(=O)=O)cc1	-1	-1	-1	0.89	11	39	11	9	9
CC(=O)c1cccc(N(C(=O)CNC(=O)c2ccco2)C(C(=O)NCc2ccco2)c2ccccc2)c1 (stereo not given)	-1	-3	-3	1.1	-9	6	-2	-12	11
COC(=O)c1cc(NC(=O)Cc2ccc(OC)c(OC)c2)cc(C(=O)OC)c1	2	2	-1	1	-1	13	19	-3	4
C/C(CC(=O)Nc1ccc(C)cc1C)=N\NC(=O)C(C)C	-8	-2	-2	0.94	6	8	9	-18	7
COc1ccccc1CNC(=O)COC(=O)COc1ccccc1Cc1ccccc1	-10	-4	2	1	-3	-4	1	3	14
CC(C)NC(=O)C1CC=CCC1C(=O)O (stereo not given)	-5	-2	3	1.1	-11	3	11	2	-2
Cc1ccc(O)c(C(=O)c2cc(C#N)c(=O)n(CC3CCCO3)c2)c1 (stereo not given)	-1	4	-4	0.98	2	1	-15	-6	9
O=C(c1cccc(-c2ccc(O)cc2)c1)N1CCN(c2ccc(F)cc2)CC1	0	0	0	1.1	-6	7	-2	2	12
O=C(c1n[nH]c(=O)c2ccccc12)N1CCN(S(=O)(=O)c2ccccc2Cl)CC1	-1	-5	-1	1.1	-11	18	8	-20	3
Cc1ccc(S(=O)(=O)c2nc(S(C)(=O)=O)sc2N(C)C)cc1	-5	-2	-1	0.94	6	14	17	-6	4
CC(=O)CCc1oc2ccc(C)cc2c1Cc1ccccc1	-10	-3	-3	1.1	-12	29	9	3	21
CC(C)c1ccc(NC(=O)NCc2cccnc2)cc1	-3	-2	3	1	-2	2	14	5	20
O=C(COC(=O)c1ccccc1NC(=O)c1ccco1)NC1CCCCC1	11	7	-2	0.96	4	22	16	1	17
CN(C)c1nc(SCCOC(=O)c2ccccc2)nc(N(C)C)n1	-5	-1	0	0.96	4	12	2	10	25
O=C(c1nc2ccccn2c1CNCCCn1cccn1)N1CCCC1	-5	-6	0	1	-1	-11	-16	7	-9
CN(C)c1ccc(/C=N/NC(=O)c2cnc3ccccc3c2)cc1	-8	0	-1	0.89	12	-17	-7	-2	13
COc1ccc(OCCn2nnc(-c3ccc(Cl)cc3)n2)cc1	-6	-1	-2	0.98	2	17	-1	8	21
COc1ccc(OCCCCN2CCC(C)CC2)cc1	0	1	0	1	-1	-21	-13	-12	29
CCCc1cc2c(=O)n(NC(=O)c3nn(C)cc3[N+](=O)[O-])c(C)nc2s1	-3	-1	-1	0.85	15	9	-2	5	16
COC(=O)c1cc(OC)c(OC)cc1NC(=O)C(C)c1ccc([N+](=O)[O-])cc1 (stereo not given)	-3	-1	4	0.96	4	7	21	-1	-14
S=c1[nH]nc(-c2ccccc2)n1CC1CCCO1 (stereo not given)	34	2	0	0.79	21	17	-6	15	23
